From PubChem
EBV LMP1 NFkB: Epstein-Barr LMP1 NF-kappaB reporter inhibition; inhibition, % at 12.5 µM; 350,000 compounds, 0.69% hits; LMP1-induced NF-kappaB luciferase reporter cells, luminescence; in the data active = inhibition above about 41%;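 note: 0% = neutral control wells and 100% = reference inhibitor control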
NR2F2 inh: blocks human COUP-TFII nuclear receptor; P24468; HEK293T NGFI-A luciferase reporter, luminescence; inhibition, % at 8.6 µM; 370,000 compounds, 0.7% hits; AID 686940;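 active = inhibition above a per-plate cutoff, mean inhibition of test wells between control levels plus 3 SD, cut at about 38% in these data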;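 note: cells cotransfected with COUP-TFII expression vector driving the NGFI-A reporter; 0% = median of COUP-TF2 test wells and 100% = reporter-only cells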
NCOA2 inhibitor: human SRC2 (NCOA2) inhibition | 370,000 compounds, 0.17% hits | Q15596 | HEK293 GAL4-SRC2 luciferase reporter, luminescence | AID 651957 | inhibition, % at 9 µM;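 active = inhibition above the mean inhibition of all tested compounds plus 3 SD, set per campaign, cut at about 52% in these data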;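 note: 0% = DMSO treated cells and 100% = cells given Gossypol at 36 µM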
Target sequence (Q15596 whole entry, looked up, the tested form may be a part): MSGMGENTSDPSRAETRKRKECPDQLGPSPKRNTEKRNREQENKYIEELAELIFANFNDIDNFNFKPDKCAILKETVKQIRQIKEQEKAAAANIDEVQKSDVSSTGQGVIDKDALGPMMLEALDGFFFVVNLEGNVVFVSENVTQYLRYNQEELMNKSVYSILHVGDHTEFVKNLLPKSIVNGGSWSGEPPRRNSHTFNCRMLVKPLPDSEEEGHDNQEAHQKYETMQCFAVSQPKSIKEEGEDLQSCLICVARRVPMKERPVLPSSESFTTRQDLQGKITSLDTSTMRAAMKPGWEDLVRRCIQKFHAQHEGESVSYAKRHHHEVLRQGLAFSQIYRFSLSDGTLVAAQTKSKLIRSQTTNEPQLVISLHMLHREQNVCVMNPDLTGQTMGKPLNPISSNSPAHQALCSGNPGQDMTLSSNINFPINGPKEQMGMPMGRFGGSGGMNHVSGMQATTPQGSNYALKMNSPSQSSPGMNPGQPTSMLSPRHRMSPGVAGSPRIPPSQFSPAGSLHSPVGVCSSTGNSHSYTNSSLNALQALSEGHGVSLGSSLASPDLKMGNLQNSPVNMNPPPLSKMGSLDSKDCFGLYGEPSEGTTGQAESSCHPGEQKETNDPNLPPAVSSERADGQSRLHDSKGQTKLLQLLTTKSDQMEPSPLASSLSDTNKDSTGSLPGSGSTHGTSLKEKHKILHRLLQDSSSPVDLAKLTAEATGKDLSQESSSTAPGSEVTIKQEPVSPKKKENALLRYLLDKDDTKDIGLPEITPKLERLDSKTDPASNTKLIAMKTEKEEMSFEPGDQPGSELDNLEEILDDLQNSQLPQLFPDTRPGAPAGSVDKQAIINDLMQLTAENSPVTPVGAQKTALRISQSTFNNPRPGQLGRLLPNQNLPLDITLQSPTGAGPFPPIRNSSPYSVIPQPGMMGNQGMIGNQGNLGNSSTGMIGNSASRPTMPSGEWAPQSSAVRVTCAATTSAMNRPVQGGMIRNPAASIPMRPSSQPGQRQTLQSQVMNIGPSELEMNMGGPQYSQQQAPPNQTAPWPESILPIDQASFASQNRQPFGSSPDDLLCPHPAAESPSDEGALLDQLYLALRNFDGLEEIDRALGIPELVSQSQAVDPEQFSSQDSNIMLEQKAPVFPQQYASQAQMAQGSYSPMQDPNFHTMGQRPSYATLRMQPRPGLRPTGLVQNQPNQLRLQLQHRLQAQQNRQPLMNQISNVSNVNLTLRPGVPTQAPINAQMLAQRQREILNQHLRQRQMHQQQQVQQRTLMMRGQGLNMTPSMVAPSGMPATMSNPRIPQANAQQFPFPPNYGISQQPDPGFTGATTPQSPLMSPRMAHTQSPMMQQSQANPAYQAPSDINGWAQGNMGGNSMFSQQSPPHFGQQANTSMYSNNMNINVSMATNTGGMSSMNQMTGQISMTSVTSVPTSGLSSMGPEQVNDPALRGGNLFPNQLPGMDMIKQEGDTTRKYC
C8 TRAIL sens: caspase-8 TRAIL sensitization | NB7+C8 cells + TRAIL, ATPlite viability luminescence | inhibition (viability loss, TRAIL sensitization), % at 10 µM | 360,000 compounds, 1% hits;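 active = compounds causing at least 50% loss of cell viability in the single-dose screen, relative to plate controls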
NCOA3 inh: inhibitors of human steroid receptor coactivator 3 (SRC3) | Q9Y6Q9 | HEK293 GAL4-SRC3 luciferase reporter, luminescence | AID 588352 | 360,000 compounds, 0.17% hits | inhibition, % at 3.6 µM;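 active = inhibition above a per-campaign cutoff, the mean of all compounds plus 3 SD, cut at about 60% in these data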;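 note: 0% = DMSO-treated cells and 100% = gossypol-treated cells at 36 µM; higher means less SRC3-driven luciferase light from the GAL4 reporter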
KKLEB cytotox: counter-screen for CF NF-kB inhibitors: cytotoxicity | KKLEB CF airway cells viability, ATPlite luminescence, overnight; active compounds read low; cells stimulated with P. aeruginosa culture filtrate | activity change (cytotoxicity), % at 5 µM | 360,000 compounds, 0.36% hits | AID 602141;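 active = corrected activity change at or below -50% at 5 µM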
NR5A2 inv ag: inverse agonists of human LRH-1 (NR5A2). O00482. HEK293T StAR-luciferase reporter, LRH-1 transfected, 24 h. AID 602396. 360,000 compounds, 0.13% hits. inhibition, % at 3.6 µM;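 active = inhibition above the mean inhibition of all tested compounds plus 3 SD, cut at about 73% in these data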;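 note: 0% = DMSO wells and 100% = reporter-only cells lacking LRH-1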
SRC1 inh: inhibitors of human steroid receptor coactivator 1 (SRC1) | Q15788 | HEK293 GAL4-SRC1 luciferase reporter, luminescence | inhibition, % at 3.6 µM | 360,000 compounds, 0.12% hits | AID 588354;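 active = inhibition above the campaign mean plus 3 SD, with each screening campaign given its own cutoff, cut at about 60% in these data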;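 note: 0% = DMSO treated cells and 100% = gossypol at 36 µM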
TROY NFkB inh: TROY signaling inhibition; Q293 LMP1-TROYcd NF-kB luciferase reporter, 4 h; inhibition, % at 10 µM; 360,000 compounds, 0.98% hits; AID 1347056;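 active = compounds whose plate-normalised and pattern-corrected inhibition of the luciferase reporter signal at the single screening dose is 50% or more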
CF NFkB inh: inhibitors of cystic fibrosis induced NF-kB | 360,000 compounds, 0.86% hits | KKLEB NF-kB-GFP reporter, PAF-induced, GFP fluorescence overnight | inhibition, % at 5 µM;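 active = at least 50% inhibition at 5 µM, scaled per plate between neutral and stimulator controls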;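 note: PAF is a Pseudomonas aeruginosa culture filtrate used as stimulus; plate controls were PAF-stimulated DMSO wells for no effect and unstimulated DMSO wells for full effect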
TWEAK-Fn14 inh: TWEAK-Fn14 signaling inhibition | inhibition, % at 10 µM | TWEAK-stimulated Fn14 reporter cells, luciferase luminescence, 8 h | 360,000 compounds, 2% hits; in the data active = inhibition above about 50%
Active calls of the source: *; . = not tested or not shown.

compound	EBV LMP1 NFkB	NR2F2 inh	NCOA2 inhibitor	C8 TRAIL sens	NCOA3 inh	KKLEB cytotox	NR5A2 inv ag	SRC1 inh	TROY NFkB inh	CF NFkB inh	TWEAK-Fn14 inh
COc1cccc(C2=NC(C)(C)NC(c3ccccc3O)C2)c1 (configuration not stated)	-1.9	-5.5	-77.7	-0.1	-44.3	-1.8	-16.4	-43.2	-45.7	-3.2	3.0
COCCSc1nnc(NC(=O)CSc2ccccc2)s1	-2.8	2.4	-1.7	0.4	-9.2	-1.0	-2.2	9.9	5.3	-8.6	2.5
CC(C)c1cn(C2OC(COC(=O)c3ccccc3)C(OC(=O)c3ccccc3)C2OC(=O)c2ccccc2)c(=O)[nH]c1=O (configuration not stated)	-17.3	0.8	-15.0	-11.9	1.3	28.6	11.7	5.2	-3.5	2.5	4.2
N/C(Cc1ccc([N+](=O)[O-])cc1)=N\OC(=O)c1ccc(Br)cc1	5.3	-3.2	-10.7	-0.6	10.5	4.0	-21.0	-7.3	-9.5	-5.6	-26.6
CCCCN(C)C(=O)Cn1c(=O)oc2cc(S(=O)(=O)N3CC(C)CC(C)C3)ccc21 (configuration not stated)	1.2	7.8	-15.0	2.9	15.0	0.1	3.4	-4.8	8.6	-1.4	-17.2
O=C(/C=C/c1ccccc1)NC(=S)Nc1ccc(N2CCOCC2)cc1	-3.4	14.4	-8.0	9.7	8.9	-11.9	-29.0	3.7	-2.4	13.4	6.8
CCOC(=O)C1CCCCN1C(=O)CCc1c(C)nc2ncnn2c1C (configuration not stated)	6.7	4.8	4.3	-20.1	8.0	13.0	10.1	-13.4	-2.8	5.6	21.1
COC(=O)Cc1ccc(NC(=O)c2ccccc2Br)cc1	-15.0	-1.9	0.3	17.1	-10.9	2.5	-21.9	-16.0	-19.8	-5.4	-3.8
COc1ccc([C@H]2C[C@@H](n3cc(COC(=O)c4ccccc4)nn3)[C@H](O)CN2Cc2cccs2)cc1	-3.3	-7.1	-7.8	17.1	-21.4	-0.9	-12.4	1.1	-26.8	-42.4	-3.2
Cc1cc(Cl)ccc1OCCCC(=O)Nc1ccc(S(=O)(=O)Nc2ncccn2)cc1	-1.8	-4.6	-11.5	3.1	11.7	1.0	-42.7	-15.3	-18.6	2.2	-6.2
COc1ccc(N2CCN(C3CCCN(C(=O)C4=C(C)OCCO4)C3)CC2)cc1 (configuration not stated)	-3.5	16.4	12.1	3.6	20.7	-3.1	-19.6	-8.5	-17.6	-7.3	-2.5
CCN(CC)c1ccc(NC(=O)c2ccc(Br)o2)c(C)c1	-5.7	-9.4	-57.3	-4.8	-13.3	10.8	-22.4	-16.3	-17.1	-25.1	-0.4
Cc1ccc(S(=O)(=O)C(c2ccccc2)c2c(C)noc2C)cc1 (configuration not stated)	5.2	11.1	-7.1	-2.1	4.0	15.1	2.9	1.8	14.2	-6.1	20.4
O=C(NCc1ccco1)/C(=C/c1cccnc1)NC(=O)c1cccc(Br)c1	0.1	13.9	-8.6	-5.1	-6.2	15.4	17.3	-11.0	-3.6	-5.0	12.9
COc1ccc(CN2CCC(C)(Oc3cccc(F)c3)C2)c2ccccc12 (configuration not stated)	.	-2.2	5.3	4.1	-11.5	1.5	-15.2	-16.2	-21.6	16.8	4.2
C=C(C)COc1ccc(-c2[nH]ncc2Oc2cccc(OC)c2)c(O)c1	-8.7	-2.7	5.6	-0.4	7.7	-2.1	-3.3	-5.3	-17.9	3.7	7.3
C#CCN(C[C@@H]1[C@@H](OC(=O)NCCCCCC)[C@@H](OC(=O)NCCCCCC)Cn2c(=O)n(CCCCCC)c(=O)n21)S(=O)(=O)c1ccc(C)cc1	-4.8	11.2	17.1	-3.1	-5.6	-8.1	-17.3	7.8	4.6	-4.8	-26.1
COC(=O)c1ccc(NC(=O)c2cn(-c3ccccc3)nc2-c2ccncc2)cc1	-12.0	1.2	16.3	-15.5	-2.8	8.3	7.2	-1.9	10.8	-13.9	4.6
CN(C)c1ccc(C(=O)OCC(=O)N2CCCC2)cc1	-13.3	-27.2	-31.1	-8.6	-50.0	11.5	-30.7	-40.5	-27.0	-14.5	29.4
CC(C(=O)NN=C(c1ccccc1)c1ccccc1)N1CCCC1 (configuration not stated)	-1.3	3.0	10.1	3.8	6.6	-14.8	14.6	-4.4	10.8	8.7	-9.9
Cc1cccc(CN2CCN(CC(=O)NCCCN3CCN(c4ccc(F)cc4)CC3)C2=O)c1	7.3	26.1	12.3	0.3	1.0	-10.5	3.1	5.3	27.3	1.8	-0.9
O=C(Nc1ccccc1)C1=C[C@@H](c2ccc(C(F)(F)F)cc2)C[C@@H](OCCCCO)O1	-15.1	-16.4	-16.7	-2.6	-31.9	-3.0	-21.8	-8.1	33.7	-12.3	18.2
COc1ccc(Cl)cc1NC(=O)CN(C)C(=O)CN1C(=O)NC(C)(C)C1=O	3.1	9.8	0.4	-29.0	-9.0	-4.6	-3.4	3.2	-2.0	1.5	10.2
COc1ccc(C(=NN)c2ccc(OC)cc2)cc1	-17.7	-21.2	-5.8	-1.6	-48.8	7.4	-48.9	-53.9	-42.8	-2.7	-20.6
CCOC(=O)CN1C(=O)N(c2ccccc2OC)S(=O)(=O)c2ccccc21	6.0	-5.8	-5.0	-17.3	7.6	-22.2	0.1	9.6	-6.4	-11.8	6.6

Next compounds follow.
compound	EBV LMP1 NFkB	NR2F2 inh	NCOA2 inhibitor	C8 TRAIL sens	NCOA3 inh	KKLEB cytotox	NR5A2 inv ag	SRC1 inh	TROY NFkB inh	CF NFkB inh	TWEAK-Fn14 inh
COC(=O)c1sccc1NC(=O)CN(C)NS(=O)(=O)c1ccc([N+](=O)[O-])cc1	-11.7	-10.5	-1.7	-14.3	3.1	2.1	2.9	-14.6	-11.2	1.3	-19.0
CCOC(=O)c1c(NC(=O)C(NCCN(C)C)c2ccccc2)sc2c1CCCC2 (configuration not stated)	-9.5	-5.2	-14.5	28.9	0.0	-13.0	10.0	-4.9	-28.8	38.4	-22.9
Cc1onc(-c2ccccc2)c1C(=O)Nc1nnc(-c2ccncc2)s1	-2.1	-4.8	4.1	-0.1	3.9	-2.3	10.9	12.4	1.0	-18.6	0.4
COc1cc2c(cc1OC)C(c1ccc(N(C)C)cc1)CC(=O)N2 (configuration not stated)	7.8	1.4	1.7	-13.2	18.2	-11.1	13.9	5.7	4.2	0.4	3.2
COc1ccc(C(O)Cc2nc3ccccc3n2C)cc1OC (configuration not stated)	1.6	-2.4	4.6	-7.4	-10.2	-2.6	-1.8	-2.3	-9.4	14.4	-4.3
CC(=O)NC(=O)c1nnn(Cc2ccccc2)c1NC(C)=O	-21.9	4.8	6.4	1.0	5.5	-4.2	2.9	6.0	2.0	-1.5	8.7
CC1(C)CC2CC(C)(CN2C(=O)COC(=O)CNC(=O)c2ccc(Cl)c(Cl)c2)C1 (configuration not stated)	-12.1	19.3	-3.1	2.1	9.8	-10.3	-11.2	3.1	4.6	13.0	-0.9
Cc1cc2c(cc1S(=O)(=O)CCC(=O)N1CC(C)CC(C)C1)OCC(=O)N2 (configuration not stated)	8.9	33.6	-6.8	6.4	-5.2	-11.1	20.7	8.5	-12.9	22.1	-4.5
COCC(C)N1CC(O)=C(c2nc(-c3ccc(Cl)cc3)cs2)C1=N (configuration not stated)	-2.2	-16.5	-2.7	2.2	8.3	17.1	17.8	-2.9	-3.6	-0.1	-1.6
CC1CC2(CCCC2)Nc2ccc(F)cc21 (configuration not stated)	-12.3	-3.3	-4.7	14.6	4.0	3.7	1.4	-14.6	15.1	-4.5	48.0
CC(CC(=O)Nc1nc2ccccc2[nH]1)n1ccnc1 (configuration not stated)	1.7	14.1	3.1	18.0	0.7	-4.1	-14.8	0.5	-3.4	2.9	-4.3
CCN(CC)S(=O)(=O)c1ccc(C(=O)NNC(=O)C2CCN(S(=O)(=O)c3ccc(Cl)cc3)CC2)cc1	9.5	1.4	-9.2	-12.7	-15.9	4.5	9.4	-6.7	12.0	6.4	6.8
CCCn1c(C)cc(C(=O)COc2ccc(C)nc2[N+](=O)[O-])c1C	11.8	13.9	30.8	4.0	36.4	-0.2	16.8	15.5	25.7	-4.3	44.8
CCOCCCNC(=O)c1ccc2c(c1)ncn2-c1ccc(C)cc1C	6.8	-0.4	-13.8	-3.4	-9.5	14.2	5.8	-14.0	12.4	-13.3	-12.5
Cc1cc(C(=O)CSc2nnnn2C)c(C)n1C1CC1	7.8	-41.0	-24.4	5.2	-51.2	20.0	-57.8	-50.1	9.5	3.3	-14.9
COc1ccc(CNC(=O)C(CCSC)NC(=O)c2ccco2)cc1 (configuration not stated)	-4.6	2.5	-5.8	-15.2	-2.9	11.4	5.8	-4.2	-27.7	-12.7	2.0
O=C(c1ccc2snnc2c1)N1CCN(c2ccccc2)CC1	-2.2	12.8	9.2	1.1	1.0	-1.9	8.1	2.1	-0.5	-5.2	3.0
O=C(C1=C[C@@H](c2ccc(Br)cc2)C[C@@H](OCc2ccc(CO)cc2)O1)N1CCN(Cc2ccccc2)CC1	-3.1	.	.	-5.2	13.8	8.3	16.3	-11.4	4.0	-10.0	-13.2
COc1cccc(C(=O)Nc2ccc3c(c2)C(=O)c2ccccc2C3=O)c1	-61.6	5.7	-42.9	4.7	-61.9	3.8	-62.5	-56.1	-63.4	-17.9	-32.3
CCOc1ccc(/C=N/Nc2ccccn2)cc1	-19.1	-52.4	-57.5	59.1*	-100.1	-3.2	-178.8	-120.7	-74.6	-25.0	-38.8
